Eya2 phos inh = qHTS Assay for Inhibitors of the Phosphatase Activity of Eya2; recombinant Eya2, OMFP fluorescence dephosphorylation (OMFP is methylfluorescein phosphate); Potency, µM (series often up to 76.9 µM), for the others: at the top dose activity, negative = inhibition, usual class: inhibitors; 330,000 compounds, 0.006% hits; AID 488837, 2010; further: potency means the concentration at half of the fitted maximal effect; on the % scale 0 is the no-effect control and ±100 the full control effect
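Eya2 protein (added as 0.2 uM solution) was preincubated with compound for 10 min at ambient temperature in 50 mM HEPES pH 7.5, 50 mM NaCl, 5 uM MgCl2, 0.05% BSA, 1 mM DTT. OMFP (added at 50 uM) then reacted 10 min; fluorescence read at 485/525 nm.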
TSHR antagonist = Antagonists of the Thyroid Stimulating Hormone Receptor: HTS campaign; Thyrotropin receptor (Homo sapiens), P16473; TSHR-expressing cells, TSH-stimulated cAMP HTRF, 2 h; hits give low values; activity change, negative = inhibition, % at 11.5 µM; 330,000 compounds, 0.2% hits;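 active means activity change below a set negative limit, meaning inhibition stronger than a set level, cut at about -70% in these data; inconclusive means activity change between two set negative limits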; further: on the % scale 0 is the no-effect control and ±100 the full control effect
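Competitive HTRF cAMP read-out (cryptate anti-cAMP antibody, cAMP-d2; 30 min, room temperature) in freshly harvested TSHR cells. Compounds added before TSH at EC80 (4nM final), followed by 2 hours' incubation at 37 deg C.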
hERG WT inh = qHTS for Inhibitors of KCHN2 3.1: Wildtype qHTS; Voltage-gated inwardly rectifying potassium channel KCNH2 (Homo sapiens), Q12809; U2OS, BacMam KCNH2, thallium flux FluxOr; hits give low values; activity change, % at 1.84 µM; 340,000 compounds, 0.37% hits; AID 720551, 2013;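 active means maximum activity change below -70%; inconclusive means maximum activity change between -70% and -50%; inactive means maximum activity change above -50%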; further: on the % scale 0 is the no-effect control and ±100 the full control effect
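U2OS cells transduced with wild-type KCNH2 virus are loaded with FluxOr dye for 45 min, and thallium flux is measured in kinetic reads before and after stimulation buffer. Rate constants are normalized to DMSO controls.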
PKM2 activator = qHTS Assay for Activators of Human Muscle isoform 2 Pyruvate Kinase; Pyruvate kinase PKM (Homo sapiens), P14618; purified PKM2, Kinase-Glo ATP luminescence, activation; response scale: 0% is enzyme alone, no compound; Potency, µM (top dose mostly 57.5 µM), inactives show top-dose activation, hits mostly activators; 260,000 compounds, 0.34% hits; AID 1631, 2009; further: potency means the concentration at half of the fitted maximal effect; on the % scale 0 is the no-effect control and ±100 the full control effect; nearly all actives have a fitted effect of over 55% in size
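hPK-M2, >95% pure; 0.1 mM ADP / 0.5 mM PEP final; imidazole pH7.2 buffer w/ 7 mM MgCl2, 50 mM KCl; 1 h RT; Kinase-Glo lum. Intermediate enzyme activity for dual inhibitor/activator qHTS.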
USP2a inh = qHTS Assay for Inhibitors of Ubiquitin-specific Protease USP2a Using CHOP2 as the Reporter; Ubiquitin carboxyl-terminal hydrolase 2 (Homo sapiens), O75604; USP2 core, Ub-CHOP2 coupled fluorogenic reporter, 485/531; Potency, µM (series often up to 38.3 µM), inactives show top-dose activity change, negative = inhibition, hits mostly inhibitors; 330,000 compounds, 0.01% hits;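 further: potency means the concentration at half of the fitted maximal effect; plate controls were DMSO wells for no effect and full inhibition by NEM control for full effect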
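USP2 core (10nM final) preincubated 30min RT with compound in 20mM Tris-HCl pH 8.0, 2mM CaCl2, 2mM beta-mercaptoethanol, 0.05% CHAPS; 25nM Ub-CHOP2 plus 25nM reporter substrate added, fluorescence (Ex485/Em531) read after 60min.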
GALK inh = qHTS Assay for Inhibitors of Human Galactokinase (GALK) | Purified GALK, Kinase-Glo residual ATP luminescence | Potency, µM (highest dose often 57.5 µM), inactives show at the top dose activity change, negative = inhibition, actives largely listed as inhibitors | 270,000 compounds, 0.007% hits | AID 1868, 2009; further: potency means the concentration at half of the fitted maximal effect; on the % scale 0 is the no-effect control and ±100 the full control effect
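ATP-depletion format; final 35 uM ATP, 100 uM D-galactose, 5 nM enzyme; pH 8.0 HEPES/Mg2+ buffer; 60 min RT; luminescence read 10 min after detection reagent.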
Menin MLL FP TR = qHTS Assay for Inhibitors Targeting the Menin-MLL Interaction in MLL Related Leukemias: Competition With Texas Red Labeled MLL-derived Mutant Peptide. Potency, µM (titrated, usually from 61.6 µM), without a hit: at the top dose FP activity change, negative = inhibition, actives largely listed as inhibitors. Menin + Texas Red MLL mutant peptide, fluorescence polarization. O00255. 270,000 compounds, 0.23% hits; active means well fitted inhibition curve with a large enough effect in the polarisation, with a control signal flat, not every such curve was filed as active; inconclusive means small, poorly fitted or top-dose-only effect, or effect the other way, or a change in a side signal; inactive means no such curve, though single readings can be large or run the other way; the % refers to the polarisation; further: potency means the concentration at half of the fitted maximal effect; % of control where 0% means no effect; many of its hits are not listed in these tables
MBNL1-CUG inh = qHTS Assay for Inhibitors of MBNL1-poly(CUG) RNA binding; Muscleblind-like protein 1 (Homo sapiens), Q9NR56; TR-FRET MBNL1-His/biotin-(CUG)12 binding, 665/545 ratio; Potency, µM (titrated, usually from 57.5 µM), without a hit: at the highest dose activity change, negative = inhibition, hits mostly inhibitors; 280,000 compounds, 0.036% hits; active means well fitted inhibition curve with a large enough effect in the signal ratio, with a control signal flat, not every such curve was filed as active; inconclusive means small, poorly fitted or top-dose-only effect, or effect the other way, or a change in a side signal; inactive means no such curve, though single readings can be large or run the other way; the % refers to the signal ratio; further: potency means the concentration at half of the fitted maximal effect; on the % scale 0 is the no-effect control and ±100 the full control effect
Target sequence (Q9NR56 whole entry, looked up): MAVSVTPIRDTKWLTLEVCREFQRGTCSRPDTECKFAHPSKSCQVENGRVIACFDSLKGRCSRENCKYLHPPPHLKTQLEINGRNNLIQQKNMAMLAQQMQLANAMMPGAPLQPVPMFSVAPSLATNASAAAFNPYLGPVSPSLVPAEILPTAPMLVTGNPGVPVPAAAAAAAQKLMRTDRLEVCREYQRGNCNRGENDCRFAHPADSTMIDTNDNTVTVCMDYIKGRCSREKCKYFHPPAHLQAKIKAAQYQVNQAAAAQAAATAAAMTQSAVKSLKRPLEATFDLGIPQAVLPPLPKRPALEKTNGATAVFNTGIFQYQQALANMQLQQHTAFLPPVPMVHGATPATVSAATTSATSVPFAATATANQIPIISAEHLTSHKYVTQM
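Ratiometric TR-FRET (665 over 545 nm, excitation 340 nm) tracks disruption of MBNL1-His/biotin-(CUG)12 complex after 60 min at room temperature, with compounds at 92 nM to 58 uM final.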
Mito fusion yeast = qHTS Assay for Small Molecule Inhibitors of Mitochondrial Division or Activators of Mitochondrial Fusion; S. cerevisiae fusion-defective mutant growth rescue, CellTiterGlo 48 h; Potency, µM (series often up to 46.1 µM), for the others: top-dose growth rescue (activation), hits mostly activators; 320,000 compounds, 0.23% hits; AID 485298, 2010;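 further: potency means the concentration at half of the fitted maximal effect; % of control where 0% means no effect; nearly all actives have a fitted effect of over 45% in size; temperature-sensitive fusion mutants such as fzo1-1 at 37 °C on non-fermentable ethanol glycerol medium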
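Temperature-sensitive fusion-defective S. cerevisiae (e.g. fzo1-1, mgm1-5) were grown with compound in YPEG medium (3% ethanol, 3% glycerol) for 48 hours at 37C. Growth rescue was measured as viability by CellTiterGlo luminescence after 10 minutes at ambient.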
BCR signal inh = qHTS Assay to Find Inhibitors of Chronic Active B-Cell Receptor Signaling; ABC-DLBCL IkBa-CBG/CBR reporter, luminescence ratio, 4 h; Potency, µM (top dose mostly 46.1 µM), for the others: top-dose ratio change, negative = lower green/red ratio, actives largely listed as inhibitors; 340,000 compounds, 0.05% hits; active means well fitted inhibition curve with a large enough effect in the signal ratio, with a control signal flat, not every such curve was filed as active; inconclusive means small, poorly fitted or top-dose-only effect, or effect the other way, or a change in a side signal; the % refers to the signal ratio;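 further: potency means the concentration at half of the fitted maximal effect; plate controls were basal doxycycline-induced cells for no effect and cells given 10 µM MG132 for full effect; MG132 reads +100%, hits lower the ratio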
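Concentration-response series (up to 46 uM) were applied to TMD8 dual-reporter cells for 4 h at 37C with doxycycline. Green/red ratio, after filter-overlap correction, defined %Activity; red signal alone was normalised to basal cells and zero luminescence.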
S-ASM inh = Inhibitors of Secretory Acid Sphingomyelinase (S-ASM): qHTS; Sphingomyelin phosphodiesterase (Homo sapiens), P17405; placental ASM, HMU-PC fluorogenic substrate, 60 min; Potency, µM (doses to about 57.5 µM), without a hit: top-dose activity change, negative = inhibition, most hits filed as inhibitors; 340,000 compounds, 0.006% hits; AID 504937, 2011; further: potency means the concentration at half of the fitted maximal effect
Target sequence (P17405 47-631 limits assumed): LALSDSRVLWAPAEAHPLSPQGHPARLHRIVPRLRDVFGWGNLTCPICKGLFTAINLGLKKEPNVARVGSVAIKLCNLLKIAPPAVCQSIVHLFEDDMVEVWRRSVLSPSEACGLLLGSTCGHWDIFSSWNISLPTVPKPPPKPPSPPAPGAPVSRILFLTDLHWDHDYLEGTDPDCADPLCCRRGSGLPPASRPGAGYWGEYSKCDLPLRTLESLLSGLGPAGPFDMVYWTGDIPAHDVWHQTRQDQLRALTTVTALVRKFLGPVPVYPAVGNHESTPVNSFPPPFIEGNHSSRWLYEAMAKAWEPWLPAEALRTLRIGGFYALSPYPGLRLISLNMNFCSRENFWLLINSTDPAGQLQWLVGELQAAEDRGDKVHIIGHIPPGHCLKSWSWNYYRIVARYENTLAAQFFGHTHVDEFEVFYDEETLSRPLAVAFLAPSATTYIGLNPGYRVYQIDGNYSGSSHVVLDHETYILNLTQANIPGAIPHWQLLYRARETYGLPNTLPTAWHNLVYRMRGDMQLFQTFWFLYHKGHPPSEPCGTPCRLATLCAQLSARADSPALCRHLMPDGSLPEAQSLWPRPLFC
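Steps: dispense placental human ASM, pin compound, wait 10 min at room temperature, add HMU-PC0 substrate at 9 uM final, incubate 60 min at 37 °C, add stop solution raising pH to 10, read fluorescence.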
An asterisk follows results filed as active; ? = inconclusive; / = not tested or not shown; [ ] = remark or other dose. Unless noted, the call rests on the fitted dose curve; in most records, active means well fitted curve in the direction sought with a large enough effect; inconclusive means small, poorly fitted or top-dose-only effect, or another doubt; inactive means no such curve, though single readings can be large; an effect the other way counts as inactive or inconclusive. Not all compounds are listed. The share of hits here may be higher or lower than overall.

Every second line gives: hERG WT inh, Mito fusion yeast, Menin MLL FP TR, Eya2 phos inh, S-ASM inh, MBNL1-CUG inh, TSHR antagonist, USP2a inh, BCR signal inh, PKM2 activator, GALK inh
> O=C(Cc1c(F)cccc1Cl)Nc1ccncc1
 : 9, 8%, 26%, -21%, 1%, 5%, 1, 1%, -1%, 1%, 0%
> Cc1cccc(-n2c(N)c(-c3nc4ccccc4n3C)c3nc4ccccc4nc32)c1
 : -134*, 25%, ?, -4%, 31%[activator], 0%, -11, 0%, -3%, -3%, 0%
> O=C1CCN(S(=O)(=O)c2cccs2)c2ccc(C(F)(F)F)cc2N1
 : 0, -2%, 11%, -25%, -3%, 6%, 17, 3%, -1%, -1%, -2%
> CCOc1ccc(N=Nc2ccc(O)c3ncccc23)cc1
 : 4, 15%, ?, 1%, -12%, -1%, -3, 2%, ?, /, /
> NC(Cc1ccccc1)C(O)(c1ccccc1)c1ccccc1 (stereo unspecified)
 : 9, -9%, -13%, -11%, 0%, 1%, 8, 0%, ?, 5%, 2%
> O=C(O)c1ccc2nc(-c3cc4cccc(O)c4oc3=O)[nH]c2c1
 : /, -21%, /, 9%, /, /, -11, -1%, ?, /, /
> CCCc1c(O)nc(SCCN(CC)CC)n(C(=O)c2ccccc2)c1=O
 : -11, 2%, 3%, 5%, 0%, 14%, 1, 0%, 1%, -3%, 1%
> CN(CC(=O)Nc1ccccc1Br)C(=O)c1cccc([N+](=O)[O-])c1
 : 0, 10%, -2%, -1%, -2%, ?, -8, 0%, 2%, -3%, -3%
> CCOc1ccc(C2Nc3ccccc3C(CC)(CC)O2)cc1 (stereo unspecified)
 : 3, -3%, -28%, -4%, -3%, /, 3, -1%, ?, 3%, 0%
> Cc1[nH]nc(NCCO)c1[N+](=O)[O-]
 : -11, -3%, -5%, 1%, 0%, 16%, 1, 9%, 1%, 1%, -1%
> COc1cc(C(=O)NCC(c2ccco2)N2CCc3ccccc3C2)cc(OC)c1OC (stereo unspecified)
 : -2, 4%, /, -3%, 0%, /, -3, 0%, 6%, /, /
> COC(=O)C1=C(C)N=C2SC(C)C(=O)N2C1c1ccc(C(=O)OC)cc1 (stereo unspecified)
 : 0, 3%, ?, 6%, -6%, 2%, 38, -2%, ?, 8%, 0%
> Cc1ccc(CSc2ccc(-c3cccs3)nn2)cc1
 : 1, -9%, ?, -9%, /, 16%, -9, 2%, 24%, -1%, 0%
> CCOC(=O)C1=CNS(=O)(=O)NC1c1ccc(C(F)(F)F)cc1 (stereo unspecified)
 : 2, /, /, 3%, 15%, /, -8, 1%, ?, /, /
> CSc1nc(C)cc(Oc2ccc(OCCOc3ccccc3)nn2)n1
 : -5, 4%, -16%, -11%, 2%, -8%, -2, -3%, -11%, -1%, -1%
> Cc1cc(C)cc(OCC(=O)Nc2nc3ccc([N+](=O)[O-])cc3s2)c1
 : -4, 3%, -11%, -5%, -4%, -5%, 9, 3%, -13%, 1%, -2%
> CN1CCCC(OC(=O)/C(C#N)=C/c2ccccc2)C1 (stereo unspecified)
 : 1, -2%, 3%, -10%, 2%, -3%, 12, 0%, 8%, 1%, 8%
> Cc1cc(-c2ccc(Cl)cc2)oc(=O)c1NC(=O)c1ccccc1
 : -2, 0%, -16%, 3%, 90%, 4%, -15, 0%, 0%, 1%, -1%
> O=S(=O)(NCC1CCCO1)c1ccc(-c2ccc(S(=O)(=O)NCC3CCCO3)cc2)cc1 (stereo unspecified)
 : 5, -1%, 12%, -10%, 2%, -1%, -9, 0%, -2%, 18%, -2%
> O=C(NCCCN1CCCC1=O)c1cc2nc(-c3ccco3)cc(C(F)(F)F)n2n1
 : -1, 11%, -7%, 11%, /, ?, -4, 0%, -1%, -3%, 18%
> CCOc1ccc(OCCC(=O)OCC(=O)NCCc2ccc(S(N)(=O)=O)cc2)cc1
 : -3, -3%, /, 4%, 7%, /, -25, 1%, 5%, /, /
> Cc1ccc(S(=O)(=O)N(CC(=O)N2CCN(c3ccccc3F)CC2)C2CCCCC2)cc1
 : -7, 15%, ?, -30%, -3%, -4%, -9, -2%, ?, 0%, -1%
> COc1cc(OC)c(C(=O)NCc2ccco2)cc1OC
 : 21, 1%, -10%, -6%, -20%, -3%, -7, 0%, -2%, 5%[11.5 µM], -2%
> COc1cc2c(cc1OC)C(C)N(C(=O)C1COc3ccccc3O1)CC2 (stereo unspecified)
 : -1, ?, -12%, -4%, 0%, 1%, -14, -1%, -22%, 1%, 0%
> COc1cc(C(=S)N2CCOCC2)ccc1OC(=O)c1cc([N+](=O)[O-])c(C)c([N+](=O)[O-])c1
 : -1, 1%, -13%, 5%, -2%, /, 0, 1%, 2%, 12%, 2%
> COC(=O)[C@@H](NC(=O)Nc1cc(Cl)ccc1C)C(C)C
 : 7, -10%, 3%, -2%, 6%, -17%, 24, 4%, -23%, -4%, -2%
> CC(C)(C)n1nc2c(c1NC(=O)c1cccc(C(F)(F)F)c1)CS(=O)C2 (stereo unspecified)
 : -2, -2%, 20%, -1%, -2%, 3%, -6, -1%, -3%, -14%, -1%
> CCC(C)[C@H](NC(=O)NCc1cccc(OC)c1)C(=O)OC (stereo partly specified)
 : /, ?, -7%, -4%, 1%, 7%, 12, 2%, -1%, 3%, 5%
> Cc1ccc(C(=O)CSC2=C(C#N)C(c3ccco3)CC(=O)N2)c(C)c1 (stereo unspecified)
 : 10, 0%, 9%, 14%, -2%, 30%[activator], -3, 0%, -7%, 3%, 5%

An excerpt from above in order of the USP2a inh value, falling.
compound | USP2a inh
Cc1ccc(CSc2ccc(-c3cccs3)nn2)cc1 | 2%
CN1CCCC(OC(=O)/C(C#N)=C/c2ccccc2)C1 (stereo unspecified) | 0%
COc1cc2c(cc1OC)C(C)N(C(=O)C1COc3ccccc3O1)CC2 (stereo unspecified) | -1%

Arranged by length of the SMILES (descending): some entries from above
Every second line gives: hERG WT inh, Mito fusion yeast, Menin MLL FP TR, Eya2 phos inh, S-ASM inh, MBNL1-CUG inh, TSHR antagonist, USP2a inh, BCR signal inh, PKM2 activator, GALK inh
> Cc1ccc(S(=O)(=O)N(CC(=O)N2CCN(c3ccccc3F)CC2)C2CCCCC2)cc1
 : -7, 15%, ?, -30%, -3%, -4%, -9, -2%, ?, 0%, -1%
> Cc1cc(-c2ccc(Cl)cc2)oc(=O)c1NC(=O)c1ccccc1
 : -2, 0%, -16%, 3%, 90%, 4%, -15, 0%, 0%, 1%, -1%
> Cc1ccc(CSc2ccc(-c3cccs3)nn2)cc1
 : 1, -9%, ?, -9%, /, 16%, -9, 2%, 24%, -1%, 0%

From PubChem BioAssay
